D1 ag – Allosteric Agonists of the Human D1 Dopamine Receptor: qHTS; HEK293 T-REx D1 cells, calcium flux, agonist mode; activation, % at 2 µM; 360,000 tested, 1% active; AID 504660, 2011; in the data active = activation above about 30%; also: 0% is about no effect
Target sequence (P21728 whole entry, looked up): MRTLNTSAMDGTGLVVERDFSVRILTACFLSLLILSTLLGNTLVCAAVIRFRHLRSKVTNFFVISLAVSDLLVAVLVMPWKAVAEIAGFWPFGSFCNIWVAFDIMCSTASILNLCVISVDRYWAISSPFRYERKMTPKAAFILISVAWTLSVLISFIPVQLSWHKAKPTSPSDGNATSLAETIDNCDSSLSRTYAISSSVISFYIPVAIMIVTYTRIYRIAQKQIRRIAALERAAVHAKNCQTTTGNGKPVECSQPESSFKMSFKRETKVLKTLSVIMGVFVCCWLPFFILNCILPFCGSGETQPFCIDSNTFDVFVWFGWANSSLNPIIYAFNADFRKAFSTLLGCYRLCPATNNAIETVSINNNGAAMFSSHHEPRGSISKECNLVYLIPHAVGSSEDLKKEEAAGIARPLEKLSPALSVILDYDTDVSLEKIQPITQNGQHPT
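Agonism was scored from calcium flux recorded over 180 s (1 read/s) after pintool compound addition, following a 10-cycle baseline. Cells were inducible force-coupled HEK293 TREx D1, plated overnight at 30 C and loaded with no-wash calcium dye.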
TRHR enhancer – qHTS for Small Molecule Agonists and Allosteric Enhancers of Human TRH Receptor: Primary Screen for Enhancers. Thyrotropin-releasing hormone receptor (Homo sapiens), P34981. TRHR cells, fluo-8 calcium fluorescence, EC20 TRH enhancement. enhancement, % at 2 µM. 360,000 tested, 0.66% active; in the data active = enhancement above about 30%; also: 0% is about no effect
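TRHR-expressing cells loaded with fluo-8 calcium dye were read kinetically (ex 480/em 530) during compound addition, then stimulated with an EC20 of TRH (10 nM final). Enhancement of the Gq-mediated intracellular calcium response was scored.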
D2 potentiator – HTS Assay for Positive Allosteric Modulators of the Human D2 Dopamine Receptor: Primary Screen for Potentiators | potentiation, % at 10 µM | D(2) dopamine receptor (Homo sapiens), P14416 | HEK293 T-REx D2, calcium flux, EC20 dopamine potentiation | 340,000 tested, 0.34% active;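 active = potentiation over 3 SD above the plate norm, cut at about 30% in these data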; also: 0% is about no effect
Target sequence (P14416 whole entry, looked up): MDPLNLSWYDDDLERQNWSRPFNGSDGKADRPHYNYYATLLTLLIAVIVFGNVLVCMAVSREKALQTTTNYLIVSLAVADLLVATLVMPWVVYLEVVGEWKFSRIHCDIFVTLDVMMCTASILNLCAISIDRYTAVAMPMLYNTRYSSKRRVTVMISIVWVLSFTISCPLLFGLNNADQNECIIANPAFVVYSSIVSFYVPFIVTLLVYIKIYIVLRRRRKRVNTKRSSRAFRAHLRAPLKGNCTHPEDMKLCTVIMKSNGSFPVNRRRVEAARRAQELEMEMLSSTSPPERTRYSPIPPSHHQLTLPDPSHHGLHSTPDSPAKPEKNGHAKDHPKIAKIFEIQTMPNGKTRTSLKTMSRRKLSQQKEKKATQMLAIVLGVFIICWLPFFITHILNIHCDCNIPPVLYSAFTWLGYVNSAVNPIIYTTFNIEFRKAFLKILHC
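Potentiation of an EC20 dopamine calcium response measured kinetically over 180 s, after a preceding 180 s compound-only read flagging agonists. Cells: inducible Hek293 Trex D2 line, 4000/well, cultured overnight at 30 C before dye loading.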
D2 antagonist – HTS Assay for Allosteric Antagonists of the Human D2 Dopamine Receptor: Primary Screen for Antagonists. 340,000 tested, 2% active. D(2) dopamine receptor (Homo sapiens), P14416. HEK293 TREx D2 cells, calcium flux, dopamine EC80. inhibition, % at 10 µM; in the data active = inhibition above about 30%; also: 0% is about no effect
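Antagonism is scored as inhibition of an EC80 dopamine-evoked calcium signal in a force-coupled, tetracycline-inducible HEK293 T-REx D2 line, with compound present 180 s before agonist.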
D2 ag – HTS Assay for Allosteric Agonists of the Human D2 Dopamine Receptor: Primary Screen for Agonists; D(2) dopamine receptor (Homo sapiens), P14416; HEK293 T-REx D2 cells, calcium flux agonist mode; activation, % at 2 µM; 340,000 tested, 0.53% active;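 active = activation over 3 SD above normal in the single-dose calcium agonist read, cut at about 30% in these data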; also: 0% is about no effect
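In this primary screen, compounds producing a positive calcium signal within 180 s of addition to tetracycline-induced, force-coupled HEK293 Trex D2 cells are flagged; cells are dye-loaded with a no-wash calcium kit beforehand.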
D1 antag – Antagonist of Human D 1 Dopamine Receptor: qHTS; D(1A) dopamine receptor (Homo sapiens), P21728; activity change, negative = inhibition, % at 10 µM; 360,000 tested, 3.2% active; HEK293 TREx D1 cells, calcium flux, dopamine EC80; stronger effect = lower value; in the data active = activity change below about -30%; also: % is scaled to controls: 0 for no effect and ±100 for the full control effect
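Allosteric or orthosteric antagonism assessed as attenuation of the calcium response to EC80 dopamine, added 180 s after compound, in induced HEK293 Trex D1 cells loaded with no-wash calcium dye.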
D1 PAM – Potentiators of Human D1 Dopamine Receptor: qHTS; potentiation, % at 10 µM; D(1A) dopamine receptor (Homo sapiens), P21728; HEK293 TREx D1 cells, calcium flux, dopamine EC20 potentiation; 360,000 tested, 0.036% active; AID 504651, 2011; in the data active = potentiation above about 30%; also: 0% is about no effect
RXFP1 agonist – qHTS Assay for Agonists of the Relaxin Receptor RXFP1; Relaxin receptor 1 (Homo sapiens), Q9HBX9; HEK293T-RXFP1 cAMP TR-FRET, 30 min; response scale: percent of porcine relaxin response, buffer zero; Potency, µM (doses to about 57.5 µM), for inactives: top-dose activation, most hits filed as activators; 370,000 tested, 0.3% active; AID 2676, 2010; active = well fitted activation curve with a large enough effect; inconclusive = small, poorly fitted or top-dose-only effect; also: potency is read from the fitted curve at half-maximal effect; % is scaled to controls: 0 for no effect and ±100 for the full control effect; nearly all actives have a fitted effect of over 60% in size; many of its hits are not listed in these tables
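cAMP rise read by TR-FRET after 30 min, 37C compound exposure (up to 58 uM) in RXFP1-transfected HEK293 cells with Ro 20174 present. EC50 from Hill-equation fits, with 29 nM porcine relaxin as 100% and buffer as basal.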
RXFP1 antag – qHTS Assay for Antagonists of the Relaxin Receptor RXFP1 | Relaxin receptor 1 (Homo sapiens), Q9HBX9 | HEK293-RXFP1, relaxin-stimulated cAMP HTRF, 30 min; stronger effect = lower value | activity change, negative = inhibition, % at 57.5 µM | 350,000 tested, 0.59% active | AID 1259400, 2018;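 active = activity change of -60% or lower, but not beyond a set lower limit; inconclusive = change between -60% and -40%, or beyond the set limit; inactive = change above -40%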; also: % is scaled to controls: 0 for no effect and ±100 for the full control effect
Active calls of the source: *; ? = inconclusive; . = not tested or not shown.

SMILES	D1 ag	TRHR enhancer	D2 potentiator	D2 antagonist	D2 ag	D1 antag	D1 PAM	RXFP1 agonist	RXFP1 antag
CCCCOC(=O)c1ccc(NC(=O)/C(C#N)=C/c2ccc(C)o2)cc1	8	-2	2	.	1.9	1	1	0.4%	-4
O=C(Nc1ccc(F)cc1)C1CCCN1S(=O)(=O)c1ccc(Br)cc1 (stereo not drawn)	6	-1	-5	-14	-0.9	-13	-5	-2.2%	-4
FC(F)(F)c1cnc(Oc2cccc3ccccc23)c(Cl)c1	0	6	-13	-9	-1.1	2	-1	1.6%	-13
CC(=O)c1ccccc1NC(=O)COC(=O)/C=C/c1ccc(C)o1	3	9	4	-10	-0.6	2	8	-0.4%	-6
CCCCN(CC)C(=O)Cn1c(=O)n(-c2ccc(OCC)cc2)c(=O)c2c3c(sc21)CCC3	-1	-28	10	.	-0.8	2	2	-1.0%	3
COc1cccc(C(=O)O/N=C(\N)c2ccncc2)c1	0	-9	-3	12	-0.2	-8	-2	-2.0%	-10
Cc1ccccc1NC(=S)N1CCN(c2ccccc2Cl)CC1	8	4	-18	23	1.2	-19	0	2.2%	-15
O=C(COc1coc(CN2CCc3ccccc32)cc1=O)N1CCCCC1	0	9	2	8	0.2	-7	-3	0.1%	?
Cc1nc(N2CCN(C(c3ccccc3)c3ccccc3)CC2)nc2c1C(=O)CCC2	2	13	-7	0	-0.3	4	-7	2.4%	.
O=C(c1ccc(Cl)cc1)c1ccc(Oc2cc(NN3CCCCC3)c([N+](=O)[O-])cc2[N+](=O)[O-])cc1	2	3	8	14	-0.4	-8	-2	-0.9%	.
O=C(NCc1cccnc1)Nc1ccc(F)cc1F	1	-1	-14	-3	-0.2	0	-5	-0.9%	-1
Cc1nn(Cc2ccccc2)c(Cl)c1/C=N/NC(=O)c1cccnc1	-1	3	1	3	-0.2	14	-1	-0.4%	-8
COc1ccc2c(c1)c(=O)oc1cc(OCC(=O)NC3CCCCC3)ccc12	6	8	-3	11	0.9	-11	-1	1.8%	8
CC(=O)NCC1CCCN(Cc2cn(-c3ccccc3)nc2-c2ccc3c(c2)OCO3)C1 (stereo not drawn)	1	-2	-21	-13	0.0	-15	-3	3.0%	-26
CCOC(=O)N1C(=O)C2(CCCCC2)N(c2ccccc2Cl)C1=S	3	6	18	-16	-0.1	0	3	-2.1%	6
Cc1c(Cl)ccc2c(C(=O)NCCCn3nccc3C)cc(-c3ccccn3)nc12	1	0	-12	2	0.3	-11	-3	0.2%	-17
CCN1CCN(c2ccc(NC(=O)CCc3c(C)nc4c(-c5ccc(F)cc5)c(C)nn4c3C)cc2)CC1	6	8	-20	-2	-0.6	-79*	-14	-1.1%	-2
N#Cc1c(-c2ccccc2)nc(-c2ccccc2)nc1N1CCOCC1	1	1	6	-15	-0.7	2	1	-0.9%	-6
O=C(NCCC1=CCCCC1)C1CCN(Cc2cnn(-c3ccccc3)c2-n2cccc2)CC1	12	15	-15	-23	0.3	5	-6	0.2%	-1
CCc1cc2ccccc2nc1SCC(=O)NC1CCCC1	1	21	.	5	5.6	-7	-3	23%	10
COc1cccc(-n2c(=O)n(Cc3ccccc3)c(=O)c3[nH]cnc32)c1	4	-3	1	-5	-0.3	26	5	4.6%	13
CC(C(=O)O)N1C(=O)c2ccccc2C1=O (stereo not drawn)	4	2	16	-9	2.0	-11	-1	0.5%	-9
Clc1cc(Br)ccc1OCCOCCN1CCCC1	17	-2	-28	0	0.6	-28	-12	-0.2%	-2
O=C(c1ccccc1)N1CCN=C1c1ccccc1	1	4	-6	-8	-0.5	15	-4	3.1%	3
CC1(C)CC(=O)C([N+](=O)[O-])=C(NCCCC(=O)O)C1	9	-6	2	-12	-1.4	3	0	-0.7%	.
Carrying on:
SMILES	D1 ag	TRHR enhancer	D2 potentiator	D2 antagonist	D2 ag	D1 antag	D1 PAM	RXFP1 agonist	RXFP1 antag
S=C(Nc1ccccc1Oc1ccccc1)Nc1cccc(Cl)c1Cl	-1	-4	-7	19	-1.7	-22	2	0.4%	8
COc1ccc(S(=O)(=O)N(CCc2ccccc2)CC(=O)Nc2cc(C)ccc2C)cc1	18	-4	-7	.	1.3	21	-1	-1.3%	.
CC(=O)Nc1ccc(C(=O)N2CC(=O)NC(=O)C2)cc1	1	0	-5	-7	0.1	13	-6	0.6%	10
CC(C)(C)C(=O)c1cn(CC(=O)O)c2ccccc12	1	0	-6	5	0.3	37	4	0.9%	21
O=C(Cc1ccccc1)NC1(Cc2ccc(O)cc2)CCCCC1	1	-3	-12	-16	-0.6	-6	19	-0.7%	-5
Cc1nc(-c2cccs2)ccc1C(=O)O	0	10	-3	7	2.5	-3	5	23%	8
COc1ccc2c(c1)CCc1c(C(=O)NCc3ccc(Cl)cc3)noc1-2	8	5	-8	1	0.0	-13	-4	-0.3%	11
Nc1[nH]ncc1-c1ccc(Cl)cc1	3	-6	-6	-10	0.2	2	-2	0.5%	-9
COc1ccc(C(OC(=O)c2ccco2)C(=O)NC2CCCCC2)cc1OC (stereo not drawn)	3	-7	3	-6	0.9	-11	8	1.4%	7
Cc1cccc(N(C(=O)c2ccco2)C(C(=O)NC2CCCC2)c2ccco2)c1C (stereo not drawn)	4	4	-7	-13	0.5	5	-8	2.9%	2
Cc1ccccc1NC(=O)CSc1nc2nccnc2c(=O)n1CCc1c[nH]c2ccccc12	10	8	-1	.	0.9	-5	-2	0.1%	-8
CCc1cccc(-n2c(=O)c3cccnc3n2CC(=O)Nc2ccc(F)c(C)c2)c1	7	-8	-4	.	0.1	14	-4	4.3%	-15
Cc1ccc(N(CC(=O)NCC2CCCO2)S(=O)(=O)c2ccccc2)c(C)c1 (stereo not drawn)	6	0	1	11	1.9	-18	.	-0.6%	-12
Cc1ncc(CSc2nccc(=O)[nH]2)c(CO)c1O	0	-4	5	-15	0.5	2	-5	1.5%	9
Cc1ccc(C)c(S(=O)(=O)N2CCN(CC(=O)NC(=O)NCc3ccco3)CC2)c1	2	1	1	12	-0.2	4	-13	0.4%	-10
O=c1[nH]c2cc3c(cc2cc1CN(CCc1ccccc1)Cc1nnnn1C1CCCC1)OCCO3	10	-10	-14	-1	35*	-1	-8	2.0%	.
CCOc1ccc(/C=C\C(C)=N\O)cc1	2	-4	3	4	0.3	15	-8	-2.1%	-13
CC(Oc1ccccc1)C(=O)Nc1ccc(C(=O)OCc2cc(=O)n3nc(C4CC4)sc3n2)cc1 (stereo not drawn)	-1	-7	0	.	1.5	-1	0	2.0%	-10
N#CCNC(=O)c1nn2c(C(F)(F)F)cc(-c3ccccc3)nc2c1Br	2	-1	-1	4	0.4	2	5	?	2
CCCC(C(=O)n1nc(C)cc1C)C(NS(=O)(=O)c1ccc(C)cc1)c1ccccc1 (stereo not drawn)	4	-5	.	.	.	8	-6	2.2%	-10
COC(=O)Cn1cnc2c(cnn2-c2ccccc2)c1=O	1	-3	-10	-12	0.3	0	-1	0.7%	-2
C=CCn1c(SCC(=O)Nc2ccc(F)cc2F)nc2c([nH]c3ccccc32)c1=O	1	-5	.	.	.	-3	-3	-1.3%	10
CC(=O)C1=NN(c2ccccc2)C2(S1)S/C(=C\c1ccccc1)C(=O)N2c1ccccc1 (stereo not drawn)	2	6	-5	-4	-0.6	.	-3	0.5%	-11
CC(C)c1ccc(NC(=O)C2=CC=CN3CCS(=O)(=O)N=C23)cc1	14	11	1	-9	-1.3	-32*	-6	0.2%	4
CC(C)(C)c1ccc2c(c1)OC(C(=O)N/N=C\c1ccc[nH]1)CO2 (stereo not drawn)	2	12	-4	15	0.1	0	-2	5.2%	-12

Of the compounds above, 4 have a COOH group.
SMILES	D1 ag	TRHR enhancer	D2 potentiator	D2 antagonist	D2 ag	D1 antag	D1 PAM	RXFP1 agonist	RXFP1 antag
CC(C(=O)O)N1C(=O)c2ccccc2C1=O (stereo not drawn)	4	2	16	-9	2.0	-11	-1	0.5%	-9
CC1(C)CC(=O)C([N+](=O)[O-])=C(NCCCC(=O)O)C1	9	-6	2	-12	-1.4	3	0	-0.7%	.
CC(C)(C)C(=O)c1cn(CC(=O)O)c2ccccc12	1	0	-6	5	0.3	37	4	0.9%	21
Cc1nc(-c2cccs2)ccc1C(=O)O	0	10	-3	7	2.5	-3	5	23%	8

3 entries from above, bar-delimited:
Structure | D1 ag | TRHR enhancer | D2 potentiator | D2 antagonist | D2 ag | D1 antag | D1 PAM | RXFP1 agonist | RXFP1 antag
Cc1ccc(N(CC(=O)NCC2CCCO2)S(=O)(=O)c2ccccc2)c(C)c1 (stereo not drawn) | 6 | 0 | 1 | 11 | 1.9 | -18 | . | -0.6% | -12
Cc1ncc(CSc2nccc(=O)[nH]2)c(CO)c1O | 0 | -4 | 5 | -15 | 0.5 | 2 | -5 | 1.5% | 9
Cc1ccc(C)c(S(=O)(=O)N2CCN(CC(=O)NC(=O)NCc3ccco3)CC2)c1 | 2 | 1 | 1 | 12 | -0.2 | 4 | -13 | 0.4% | -10

More records.
SMILES	D1 ag	TRHR enhancer	D2 potentiator	D2 antagonist	D2 ag	D1 antag	D1 PAM	RXFP1 agonist	RXFP1 antag
Cc1ccc(OCC(=O)OCc2cc(=O)n3nc(-c4cccs4)sc3n2)cc1	4	-11	-5	.	-1.0	-7	-4	?	.
O=C(NCc1ccc(F)cc1)c1ccc(CS(=O)(=O)Cc2ccc(F)cc2)o1	6	0	8	-3	0.5	-16	-2	0.9%	-4
COc1ccc(/C(C)=N/Nc2ccccc2Cl)c(O)c1	3	1	-5	-8	-0.3	-30	0	2.8%	-5
CCc1ccc(NC(=S)N2CCNC(=O)C2CC(=O)OC)cc1 (stereo not drawn)	1	1	2	8	0.7	5	1	1.7%	10
Cc1cc(-c2ccccc2)nc(SCC(=O)c2cccc([N+](=O)[O-])c2)n1	2	-8	.	.	.	2	0	-3.3%	-5
Cc1cc(S(=O)(=O)N2CCCOC2CNC(=O)C(=O)NCc2cccs2)ccc1F (stereo not drawn)	2	0	-2	4	0.3	11	-4	0.8%	-4
O=C(CCN1CCN(c2ccccc2)CC1)N/N=C/c1ccc([N+](=O)[O-])o1	-4	3	-18	70*	86*	-43*	-8	-0.2%	-2
CC(C)(C)n1nc2c(c1NC(=O)c1cccc(C(F)(F)F)c1)CS(=O)C2 (stereo not drawn)	3	2	-4	5	0.3	10	1	0.7%	-6
O=C(Cc1ccc(Cl)cc1)Nc1ncccn1	1	2	-5	-4	0.8	-5	-9	3.3%	15

The list is partial (hit frequency here may not be typical).
